KB-3-1 tox – KB-3-1 parental cell cytotoxicity; KB-3-1 viability, CellTiter-Glo ATP luminescence, 72 h; Potency, µM (doses to about 46.1 µM), for the others: at the top dose activity change, negative = cytotoxic, hits mostly cytotoxic; 400,000 compounds, 1.4% hits; AID 1347075; further: potency means the concentration at half of the fitted maximal effect; on the % scale 0 is the no-effect control and ±100 the full control effect; nearly all actives have a fitted effect of over 60% in size
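Screening of KB-3-1 cells (DMEM, 10% FBS, phenol-red free) ran from lowest to highest compound concentration; after 72 h at 37 °C viability was read luminescently and curves fitted.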
D3 ag – activates the human D3 dopamine receptor; P35462; 410,000 compounds, 0.58% hits; AID 652048; max activation, %; D3R DiscoveRx beta-arrestin cells, luminescence, 90 min; in the data active means max activation above about 30%; further: 0% is about no effect; mostly tested at two doses, the higher about 12 µM
Target sequence (P35462 whole entry, looked up): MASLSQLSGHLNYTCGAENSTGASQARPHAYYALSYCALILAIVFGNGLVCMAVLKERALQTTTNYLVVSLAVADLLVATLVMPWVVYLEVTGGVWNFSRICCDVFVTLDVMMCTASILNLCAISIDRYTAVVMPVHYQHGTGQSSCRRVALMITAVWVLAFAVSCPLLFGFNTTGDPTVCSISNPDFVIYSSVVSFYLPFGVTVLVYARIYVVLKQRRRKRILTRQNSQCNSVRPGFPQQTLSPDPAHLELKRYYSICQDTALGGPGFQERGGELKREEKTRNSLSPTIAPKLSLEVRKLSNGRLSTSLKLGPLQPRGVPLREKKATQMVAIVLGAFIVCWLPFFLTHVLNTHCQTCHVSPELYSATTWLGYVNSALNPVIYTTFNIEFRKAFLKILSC
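Cells at 1500/well, incubated overnight, then treated with pinned compounds (dopamine as control) for 90 min at 37 degrees C. DiscoveRx reagent added for 30 - 60 minutes at room temperature; luminescence read.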
GLP1R ag – activates the human GLP-1 receptor; P43220; HEK293 GLP-1R CRE-luciferase, luminescence, 4-6 h; cells express a hypersensitive GLP-1R form; Potency, µM (top dose mostly 45.6 µM), for inactives: top-dose activation, most hits filed as activators; 380,000 compounds, 0.007% hits; AID 624172; further: potency means the concentration at half of the fitted maximal effect; % of control where 0% means no effect
Target sequence (P43220 whole entry, looked up): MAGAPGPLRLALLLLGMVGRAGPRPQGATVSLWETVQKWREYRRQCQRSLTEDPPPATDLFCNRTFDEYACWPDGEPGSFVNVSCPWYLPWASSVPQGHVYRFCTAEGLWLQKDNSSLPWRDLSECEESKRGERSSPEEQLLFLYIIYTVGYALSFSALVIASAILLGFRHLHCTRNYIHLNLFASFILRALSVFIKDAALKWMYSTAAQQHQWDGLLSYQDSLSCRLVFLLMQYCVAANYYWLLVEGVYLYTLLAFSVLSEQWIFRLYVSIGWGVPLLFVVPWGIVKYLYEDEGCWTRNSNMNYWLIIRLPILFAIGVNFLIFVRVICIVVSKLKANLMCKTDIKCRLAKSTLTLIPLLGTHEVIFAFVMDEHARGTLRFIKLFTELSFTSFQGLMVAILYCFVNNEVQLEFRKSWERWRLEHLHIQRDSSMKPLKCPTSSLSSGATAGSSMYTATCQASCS
HT1080 IDH1KD tx – toxicity to HT-1080 IDH1 knockdown cells (counter line). 360,000 compounds, 2% hits. AID 686971. HT-1080 IDH1 knockdown viability, ATP luminescence, 48 h. Potency, µM (doses to about 46.1 µM), without a hit: at the top dose activity, negative = toxicity, hits mostly cytotoxic;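 further: potency means the concentration at half of the fitted maximal effect; 0% = DMSO wells and -100% = cell-free medium wells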
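IDH1KD HT-1080 cells, 750/well, RPMI + 5% FBS; compound pinned after 2 h settling; 48 h, 37 °C; CellTiter-Glo luminescence; % activity normalised to DMSO and no-cell wells; curves fitted, classed by r2 and efficacy.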
SW480 rerep – DNA re-replication induction in SW480 cells. SW480 DNA re-replication, Hoechst DNA content imaging, 48 h. 340,000 compounds, 1.8% hits. Potency, µM (top dose mostly 46.1 µM), without a hit: top-dose re-replication activation, hits mostly activators; further: potency means the concentration at half of the fitted maximal effect; % of control where 0% means no effect; nearly all actives have a fitted effect of over 55% in size
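Compounds, transferred as 23 nL by pin tool, were incubated with cells for 48 hr; DNA content per nucleus was then quantified by Hoechst staining and fluorescence plate imaging.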
IL1B secr inh – inhibitors of inflammasome signaling (IL-1 beta secretion); THP-1 LPS/ATP IL-1B secretion, AlphaLISA, 16 h; stronger effect = lower value; activity change, % at 57.5 µM; 360,000 compounds, 4.7% hits; AID 743279; in the data active means activity change below about -50%; inconclusive means mostly about -30% to -49%; further: on the % scale 0 is the no-effect control and ±100 the full control effect
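THP-1 cells pretreated 1 hr with compounds (up to 57.5 uM final), then stimulated with LPS (250 ng/mL final) plus ATP (1.25 mM final); secreted IL-1B measured by AlphaLISA after 16 hr, decreased signal indicating inhibition.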
KB-V1 cytotox – KB-V1 MDR subline cytotoxicity | Potency, µM (highest dose often 46.1 µM), for inactives: at the highest dose activity change, negative = cytotoxicity, usual class: cytotoxic | KB-V1 MDR cells viability, CellTiter-Glo, 72 h | 400,000 compounds, 3.4% hits; further: potency means the concentration at half of the fitted maximal effect; on the % scale 0 is the no-effect control and ±100 the full control effect; nearly all actives have a fitted effect of over 60% in size
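KB-V1 cells (P-gp-expressing MDR subline of KB-3-1) in phenol-red-free DMEM with 10% FBS were exposed to library compounds over a concentration series for 72 h at 37 degrees C. Viability read by CellTiter-Glo luminescence; concentration-effect curves fitted after normalization.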
D3 antag – D3 dopamine receptor (human) antagonism. 360,000 compounds, 2.5% hits. P35462. AID 652054. D3R cells, DiscoveRx beta-arrestin luminescence, antagonist mode; stronger effect = lower value. max response, negative = inhibition, %; in the data active means max response below about -50%; inconclusive means no clear call, values can overlap the other calls; further: on the % scale 0 is the no-effect control and ±100 the full control effect; mostly tested at two doses, the higher about 12 µM
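Cells plated overnight at 1500 cells/well, then exposed to library compounds with dopamine controls for 90 minutes at 37 degrees C. DiscoveRx reagent added for 30–60 minutes at room temperature; luminescence read, quantitative HTS format.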
HT1080NT lethal – kills 2HG-producing HT-1080-NT fibrosarcoma cells. HT-1080-NT fibrosarcoma viability, CellTiter-Glo ATP luminescence, 48 h. Potency, µM (titrated, usually from 46.1 µM), without a hit: top-dose activity, negative = less viability, most hits filed as cytotoxic. 360,000 compounds, 1.6% hits. AID 686970;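 further: NT is the 2HG producing partner of a matched IDH1 knockdown line; potency means the concentration at half of the fitted maximal effect; 0% = DMSO-treated cells and -100% = media-only wells without cells; nearly all actives have a fitted effect of over 55% in size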
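Fibrosarcoma NT cells, 750 per well in 5% FBS RPMI, were exposed to compound for 48 hours. Viability: CellTiter-Glo luminescence.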
Numbers without * were called inactive; ? = inconclusive; / = not tested or not shown; [ ] = dose if it differs, or a comment. Unless noted, the call rests on the fitted dose curve; in most records, active means well fitted curve in the direction sought with a large enough effect; inconclusive means small, poorly fitted or top-dose-only effect, or another doubt; inactive means no such curve, though single readings can be large; an effect the other way counts as inactive or inconclusive. No enrichment for hits; overall some 12% were active at least once.

SMILES	KB-3-1 tox	D3 ag	GLP1R ag	HT1080 IDH1KD tx	SW480 rerep	IL1B secr inh	KB-V1 cytotox	D3 antag	HT1080NT lethal
O=C(Nc1nc2ccccc2s1)NC1CCCCC1	-0.7%	-1.7	18.1%	11.7%	-20.1%	-11.0	-3.0%	-8.0	26.5%
O=C1C(NS(=O)(=O)c2cccs2)=C(N2CCN(c3cccc(Cl)c3)CC2)C(=O)c2ccccc21	?	-18.0	-0.8%	3.2%	-0.5%	-12.6	-8.3%	?	-0.2%
CC(=O)c1ccc(OCC(O)CN2CCN(c3ccccn3)CC2)cc1 (stereo not drawn)	-12.4%	55.9*	13.7%	11.3%	1.0%	4.9	8.0%	-55.0*	16.0%
CCOC(=O)c1c(NC(=O)CSc2nnc(-c3c[nH]c4ccccc34)n2CCOC)sc2c1CCCCC2	?	1.4	-4.5%	-27.0%	4.1%	6.4	3.6%	9.6	-22.0%
S=c1[nH]nc(Nc2cccc(Cl)c2)s1	2.4%	4.1	-5.3%	9.1%	-3.1%	40.5	2.3%	8.3	18.5%
CCN(CC)CC(=O)N1c2ccccc2CCc2ccc(NC(=O)c3cc(OC)c(OC)c(OC)c3)cc21	9.0%	5.8	14.7%	?	-37.1%	/	-6.8%	4.5	-26.1%
COc1ccccc1NC(=O)Nc1nc(C(N)C2CCCCC2)cs1 (stereo not drawn)	0.0%	-17.2	2.9%	?	/	/	-5.8%	?	16.4µM*
CS(=O)(=O)c1ncc(CO)n1Cc1ccccc1	11.1%	3.3	13.2%	13.3%	-2.1%	12.0	22.6%	-3.3	10.2%
CCN(CC)S(=O)(=O)c1cccc(NC(=O)COc2ccc(C#N)cc2OC)c1	-2.3%	-6.5	24.1%	-1.8%	-9.6%	34.1	?	4.2	-10.3%
COc1cc(C(c2sc3nc(C)nn3c2O)N2CCN(c3ccccc3)CC2)cc(OC)c1OC (stereo not drawn)	0.4%	1.7	12.0%	-0.8%	-5.2%	1.9	6.5%	-12.8	4.6%
O=C(NCC1CCCO1)c1ccc(S(=O)(=O)Nc2ccc(F)cc2)cc1 (stereo not drawn)	-2.8%	-14.6	7.7%	-5.6%	0.4%	19.3	11.9%	-12.1	-7.2%
CCOc1ccc(-n2cc(C(=O)Nc3cccc(C)n3)c3cc(OC)c(OC)cc3c2=O)cc1	18.7%	-0.1	-2.7%	-6.5%	14.8%	-11.1	?	24.5	-3.6%
N#C/C(=C/c1ccc(-c2ccc(S(N)(=O)=O)cc2)o1)C(=O)Nc1ccccc1	-5.2%	-3.1	0.9%	-21.7%	-1.0%	-9.9	-12.7%	-9.8	-14.4%
COc1ccc(S(=O)(=O)N2CCN(c3cc(-c4ccccc4)nc4ncnn34)CC2)cc1	?	6.1	-2.3%	?	-2.7%	-68.7*	23.1µM*	39.7	-6.7%
CCCc1nnc(NC(=O)c2c(O)c3c([nH]c2=O)CCCC3)s1	9.6%	-1.0	-9.8%	8.0%	-1.8%	5.3	13.0%	41.3	8.6%
CCCNC(=O)Cc1c(C)n(C(=O)c2ccc(Cl)cc2)c2ccc(OC)cc12	-25.3%	3.7	0.0%	-10.6%	2.1%	-0.2	-21.6%	11.1	-4.0%
Cc1coc2c1c(C)cc1oc(=O)c(CC(=O)NCC(=O)NCC(=O)O)c(C)c12	-1.5%	0.7	0.9%	-0.8%	12.0%	9.8	0.0%	-7.7	14.1%
CC(=O)c1ccc(NC(=O)COc2ccccc2C(=O)Nc2ccccc2)cc1	0.2%	4.2	0.3%	-8.4%	-2.0%	2.2	-21.2%	2.2	-8.9%
O=C(C1CC(c2ccccc2O)=NO1)N1CCCCC1 (stereo not drawn)	-9.4%	-10.4	-1.7%	4.2%	?	-4.4	?	15.7	11.5%
O=C1CN(C(=O)c2cc3ccccc3oc2=O)C(c2ccc(F)cc2)c2cc(Br)ccc2N1 (stereo not drawn)	0.9%	-7.7	-2.3%	-6.3%	-4.8%	0.9	0.0%	-18.0	-13.9%
COC(=O)Cn1cc(C#N)c2ccccc21	9.7%	8.2	3.1%	3.3%	0.8%	25.4	-1.9%	0.0	6.0%
CO/N=C/c1ccc(N2CCCC2)c([N+](=O)[O-])c1	-10.6%	2.4	9.0%	-18.0%	-5.0%	0.0	?	-11.6	-3.7%
CCN1CC(c2ccccc2)C(c2ccc(Cl)cc2)=N1 (stereo not drawn)	-0.5%	4.3	-1.3%	6.3%	-0.9%	-2.1	-3.1%	2.5	2.1%
Cc1cc2c(c(=O)n1CCN(C)C)C(c1ccncc1)C(C#N)=C(N)O2 (stereo not drawn)	0.2%	-3.3	1.5%	4.8%	13.0%[9.22 µM]	21.0	8.2%	-26.6	6.6%
COC(=O)C[C@@H]1CC[C@H](NS(=O)(=O)c2cccc(F)c2)[C@@H](CO)O1	-2.8%	-0.9	/	14.4%	/	-0.7	1.1%	2.0	23.1%
Cn1c(=O)c2c(SCC(=O)NC3CCCC3)nc(CC(C)(C)C)nc2n(C)c1=O	4.4%	0.7	2.9%	14.9%	-1.1%	0.0	-8.3%	18.6	21.3%
CC(=O)Nc1ccc(S(=O)(=O)NCc2ccc(C(=O)NCc3ccc4c(c3)OCO4)cc2)cc1	1.1%	-0.9	-3.2%	4.6%	-1.3%	24.0	13.3%	-17.4	5.8%
O=C(Nc1nc2c(F)cc(F)cc2s1)c1ccccn1	?	-3.3	-0.1%	6.51µM*	1.8%	-0.7	?	-28.1	?
CCCNC(=O)c1ccccc1NC(=O)C1COc2ccccc2O1 (stereo not drawn)	-3.3%	0.2	13.5%	-9.4%	-0.2%	4.5	?	0.9	-0.6%
CC(NS(=O)(=O)c1cccc(Cl)c1F)[C@H](O)c1ccccc1 (stereo partly drawn)	-1.4%	5.3	1.1%	4.5%	/	27.9	2.4%	0.2	7.7%
Cc1ccc(NC(=O)C2CCN(S(=O)(=O)c3ccc4c(c3)NC(=O)CO4)CC2)cc1C	1.7%	1.1	-0.4%	-13.5%	-1.1%	-26.7	0.0%	-1.2	-16.8%
CCC1(c2ccc(Cl)cc2)NC(=O)N(CC(=O)NCc2ccc(F)cc2)C1=O (stereo not drawn)	-17.1%	-2.4	5.0%	-10.0%	3.2%	-52.9*	?	14.5	-24.0%
O=C(NCCCn1ccnc1)c1ccc(Br)o1	0.0%	7.6	-0.1%	5.9%	5.3%	-12.7	2.6%	19.3	2.7%
COc1ccc(CCN(C)Cc2cccc3ccccc23)cc1OC	15.8%	-22.2	-5.0%	-15.1%	-69.5%[inhibitor]	-15.5	-2.1%	-21.9	-10.0%
CCOC(=O)C1C(=O)NCC1c1ccccc1 (stereo not drawn)	-0.1%	-1.6	-6.4%	-1.8%	14.2%	-0.5	-0.9%	-22.2	-3.8%
CCc1nc2ccc(C(=O)NCc3ccc(OC)cc3)cn2c1N(CC)CCOC	-0.2%	3.2	8.0%	-6.7%	/	-1.7	?	5.3	3.7%

Record cards, as listed above. Values in the order: KB-3-1 tox	D3 ag	GLP1R ag	HT1080 IDH1KD tx	SW480 rerep	IL1B secr inh	KB-V1 cytotox	D3 antag	HT1080NT lethal
`CC(=O)c1ccc(OCC(O)CN2CCN(c3ccccn3)CC2)cc1` (stereo not drawn) is listed with -12.4%	55.9*	13.7%	11.3%	1.0%	4.9	8.0%	-55.0*	16.0%
`COC(=O)Cn1cc(C#N)c2ccccc21` is listed with 9.7%	8.2	3.1%	3.3%	0.8%	25.4	-1.9%	0.0	6.0%

Rewritten as labelled records: 2 of the compounds above.
CCOC(=O)C1C(=O)NCC1c1ccccc1 (stereo not drawn)
  KB-3-1 tox = -0.1%	D3 ag = -1.6	GLP1R ag = -6.4%	HT1080 IDH1KD tx = -1.8%	SW480 rerep = 14.2%	IL1B secr inh = -0.5	KB-V1 cytotox = -0.9%	D3 antag = -22.2	HT1080NT lethal = -3.8%

CCc1nc2ccc(C(=O)NCc3ccc(OC)cc3)cn2c1N(CC)CCOC
  KB-3-1 tox = -0.2%	D3 ag = 3.2	GLP1R ag = 8.0%	HT1080 IDH1KD tx = -6.7%	SW480 rerep = /	IL1B secr inh = -1.7	KB-V1 cytotox = ?	D3 antag = 5.3	HT1080NT lethal = 3.7%

Next section:
SMILES	KB-3-1 tox	D3 ag	GLP1R ag	HT1080 IDH1KD tx	SW480 rerep	IL1B secr inh	KB-V1 cytotox	D3 antag	HT1080NT lethal
CCOc1ncccc1C(=O)OC(C)C(=O)NC1CCCCC1 (stereo not drawn)	7.4%	9.6	23.1%	-0.4%	-590.4%[inhibitor]	19.5	13.4%	3.3	-0.9%
O=C(O)c1ccc(-c2ccc(O)c(F)c2)cc1	0.0%	-3.8	-1.8%	-10.4%	-2.0%	-2.4	1.1%	-17.0	-0.4%
CCCC(=O)N1CC(=O)Nc2ccc(F)cc2C1c1ccccc1 (stereo not drawn)	-13.4%	-6.1	1.8%	-2.3%	-3.0%	8.3	-18.8%	0.0	-5.8%
Cc1cc(O)c(-c2ccno2)cc1Cl	6.5%	1.2	2.7%	-12.9%	-0.4%	0.0	-8.2%	1.0	-19.2%
Cc1nnc(SCC(=O)NCc2ccccc2Cl)n(N)c1=O	10.6%	0.7	-2.2%	9.6%	-1.6%	-27.4	0.7%	-7.3	6.7%
O=C(CSc1nnc2ccccn12)NC(=O)NC1CCCC1	-16.2%	-1.3	-4.4%	0.0%	-3.5%	4.3	2.0%	-1.9	-2.4%
Cc1ccc(N(CC(O)CN2C(=O)NC(C)(C)C2=O)S(=O)(=O)c2ccc([N+](=O)[O-])cc2)cc1 (stereo not drawn)	0.0%	-3.1	-3.3%	0.0%	-10.1%	-3.5	-2.5%	-23.9	-1.4%
Cc1nn(C)cc1/C=N/NC(=O)C(C)(C)Oc1ccc(Cl)cc1	-2.6%	-8.4	-7.7%	19.1%	-9.9%	7.0	12.4%	16.9	-3.0%
COc1ccc(N2C(=O)C3CCCN3C2c2ccccc2Cl)cc1 (stereo not drawn)	16.9%	4.2	2.7%	7.6%	-2.1%	4.5	0.0%	7.9	9.9%
COc1ccccc1Nc1nc(C)nc(N)c1S(=O)(=O)c1ccccc1	-4.1%	-10.1	-0.1%	/	/	/	-32.8%	/	/
